GLP1R cytotox: cytotoxicity counter-screen for GLP-1 receptor inverse agonists; HEK293 cAMP-luciferase reporter cells, luminescence, 24 h; Potency, µM (titrated, usually from 38.3 µM), for the others: at the top dose activity change, negative = inhibition, most hits filed as inhibitors; actives 0.13% (n = 410,000); AID 624418;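 further: loss of luciferase light is scored as toxicity; on the % scale 0 is the no-effect control and ±100 the full control effect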
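Cells in DMEM/10% Nu serum/1% pen-strep, 1536-well format. Pre-incubated 12 h, dosed with 23 nL compound, incubated a further 24 h. Luciferase detection, 12 min at room temp, luminescence.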
KB-3-1 cytotox: KB-3-1 parental cell cytotoxicity; KB-3-1 viability, CellTiter-Glo ATP luminescence, 72 h; Potency, µM (doses to about 46.1 µM), for the others: at the top dose activity change, negative = cytotoxic, hits mostly cytotoxic; actives 1.4% (n = 400,000); AID 1347075; further: on the % scale 0 is the no-effect control and ±100 the full control effect; nearly all actives have a fitted effect of over 60% in size
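Luminescent ATP read-out (CellTiter-Glo) measures survival of drug-naive KB-3-1 cells after 72 h compound exposure at 37 °C. Titration series was screened from lowest to highest concentration, with DMSO vehicle plates as background controls.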
HT1080NT lethal: kills 2HG-producing HT-1080-NT fibrosarcoma cells; Potency, µM (top dose mostly 46.1 µM), for inactives: at the top dose activity, negative = less viability, hits mostly cytotoxic; HT-1080-NT fibrosarcoma viability, CellTiter-Glo ATP luminescence, 48 h; actives 1.6% (n = 360,000);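 further: NT is the 2HG producing partner of a matched IDH1 knockdown line; 0% = DMSO-treated cells and -100% = media-only wells without cells; nearly all actives have a fitted effect of over 55% in size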
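Fibrosarcoma NT cells, 750 per well in 5% FBS RPMI, were exposed to compound for 48 hours. Viability: CellTiter-Glo luminescence.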
GLP1R ag: agonists of human GLP-1 receptor; Potency, µM (top dose mostly 45.6 µM), inactives show at the top dose activation, usual class: activators; actives 0.007% (n = 380,000); HEK293 GLP-1R CRE-luciferase, luminescence, 4-6 h; cells express a hypersensitive GLP-1R form; further: % of control where 0% means no effect
Target sequence (P43220 whole entry, looked up): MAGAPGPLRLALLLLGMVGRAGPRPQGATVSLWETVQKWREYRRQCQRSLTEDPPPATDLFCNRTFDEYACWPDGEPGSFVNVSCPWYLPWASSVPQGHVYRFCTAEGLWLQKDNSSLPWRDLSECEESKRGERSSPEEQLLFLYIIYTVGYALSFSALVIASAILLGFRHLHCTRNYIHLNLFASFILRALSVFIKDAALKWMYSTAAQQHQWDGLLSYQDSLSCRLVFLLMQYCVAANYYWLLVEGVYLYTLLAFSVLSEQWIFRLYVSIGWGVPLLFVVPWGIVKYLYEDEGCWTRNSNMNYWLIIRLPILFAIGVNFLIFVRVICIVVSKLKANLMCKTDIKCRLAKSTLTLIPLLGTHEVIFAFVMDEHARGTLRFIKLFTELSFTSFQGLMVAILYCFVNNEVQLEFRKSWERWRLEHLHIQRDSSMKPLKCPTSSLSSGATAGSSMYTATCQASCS
TDP-43 yeast inh: rescues yeast growth from TDP-43 toxicity | TDP-43 expressing yeast growth rescue, BacTiter-Glo, 24 h | Potency, µM (highest dose often 46.1 µM), for inactives: at the highest dose growth rescue (activation), usual class: activators | actives 1.8% (n = 410,000); further: % of control where 0% means no effect; nearly all actives have a fitted effect of over 50% in size
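Readout is BacTiter-Glo luminescence of cell growth, so inhibitors register as activators. TDP-43-expressing yeast at OD600=0.02 in galactose medium, after raffinose pregrowth to mid-log, were incubated with compound for 24 hr at 30 deg C.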
HT1080 IDH1KD tx: HT-1080 IDH1 knockdown cell toxicity (counter line) | actives 2% (n = 360,000) | Potency, µM (highest dose often 46.1 µM), for inactives: top-dose activity, negative = toxicity, most hits filed as cytotoxic | HT-1080 IDH1 knockdown viability, ATP luminescence, 48 h | AID 686971;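 further: 0% = DMSO wells and -100% = cell-free medium wells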
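Viability of IDH1-knockdown HT-1080 fibrosarcoma cells was assessed by CellTiter-Glo after 48 h at 37 °C with titrated compound; concentration-effect curves were classified by fit quality and response size.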
KB-V1 MDR tox: KB-V1 MDR subline cytotoxicity; KB-V1 MDR cells viability, CellTiter-Glo, 72 h; Potency, µM (doses to about 46.1 µM), for inactives: at the highest dose activity change, negative = cytotoxicity, usual class: cytotoxic; actives 3.4% (n = 400,000); AID 1347076; further: on the % scale 0 is the no-effect control and ±100 the full control effect; nearly all actives have a fitted effect of over 60% in size
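KB-V1, DMEM (no phenol red) + 10% FBS; cpd pin-transferred, titration series; 72 h, 37 degrees C; CellTiter-Glo, luminescence. Data normalized, curve-fit.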
GLP1R inv ag: acts as inverse agonist at human GLP-1 receptor. HEK293 GLP-1R CRE-luciferase, luminescence, 24 h; GLP-1R form is constitutively active. Potency, µM (top dose mostly 38.3 µM), for the others: at the top dose activity change, negative = inhibition, actives largely listed as inhibitors. actives 1.6% (n = 410,000). AID 624417; further: on the % scale 0 is the no-effect control and ±100 the full control effect; nearly all actives have a fitted effect of over 55% in size
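Inverse agonism was detected as reduced cAMP-driven luciferase luminescence after 24 h compound treatment. The cells were HEK293 clones expressing constitutively active human GLP-1R with the reporter. Reporter-only and GPR119 cell lines served as counterscreen controls.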
SW480 rereplic: inducers of DNA re-replication in SW480 colon cancer cells | SW480 DNA re-replication, Hoechst DNA content imaging, 48 h | Potency, µM (highest dose often 46.1 µM), inactives show at the highest dose re-replication activation, most hits filed as activators | actives 1.8% (n = 340,000) | AID 624297; further: % of control where 0% means no effect; nearly all actives have a fitted effect of over 55% in size
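Image-based DNA-content assay: after two days of treatment, nuclei were labelled with the DNA dye Hoechst and imaged, and hits were compounds raising the count of nuclei showing high fluorescence intensity.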
Starred values were filed as active, the others as inactive; ? = inconclusive; / = not tested or not shown; [ ] = dose if it differs, or a comment. The call rests on the fitted dose curve; in most records, active means well fitted curve in the direction sought with a large enough effect; inconclusive means small, poorly fitted or top-dose-only effect, or another doubt; inactive means no such curve, though single readings can be large; an effect the other way counts as inactive or inconclusive. Potency means the concentration at half of the fitted maximal effect.

SMILES | GLP1R cytotox | KB-3-1 cytotox | HT1080NT lethal | GLP1R ag | TDP-43 yeast inh | HT1080 IDH1KD tx | KB-V1 MDR tox | GLP1R inv ag | SW480 rereplic
O=C(Nc1ccc(SC(F)F)cc1)C12CCC(CC1)C2 | -11% | -1% | 8% | 23% | -20%[0.397 µM] | 0% | 7% | ? | -2%
O=C1CN(c2ccc(Br)cc2)C(=O)N1CC(=O)N1CCCc2ccccc21 | -3% | -21% | -18% | 0% | -22% | -2%[9.24 µM] | ? | ? | -4%
Cc1ccc(CNS(=O)(=O)c2c(C)[nH]c(C)c2C(=O)N2CCCCC2)o1 | -5% | 17% | 3% | 4% | -14% | 4% | 21% | 1% | -9%
CCN1C(=O)[C@H]2[C@@H](c3ccc(C)cc3)N3C(=O)N(c4ccc(OC)cc4)C(=O)[C@@]3(Cc3ccccc3)[C@H]2C1=O | -3% | -6% | -3% | -5% | -1% | 5% | -9% | 8% | -11%
Cc1ccc(C)c(NC(=O)CCc2ccc(C)o2)c1 | 4% | 3% | 1% | -1% | 20% | 0% | 13% | -16% | 5%
CC(=O)NC12CC3CC(C1)CC(C(=O)Oc1ccc(N(C)S(=O)(=O)c4cc(C)ccc4C)cc1)(C3)C2 | 2% | 5% | -24% | 7% | -19% | -10% | 3% | ? | -60%[inhibitor]
CCc1c(-c2ccccc2)nc2sc3c(c2c1N)CCCC3 | -9% | ? | 1% | -1% | ? | -22% | ? | -12% | -4%[9.22 µM]
CCOC(=O)CSc1ncnc2c1cnn2-c1ccc(Cl)cc1 | -4% | 0% | 11% | 18% | -17% | 19% | 5% | 3% | -1%
O=C(O)c1cc(S(=O)(=O)NC23CC4CC(CC(C4)C2)C3)ccc1Cl | 3% | -2% | 10% | 0% | 13% | 10% | 19% | 8% | 6%
CCn1cnc2cc(NCc3cccc(OC)c3O)ccc21 | 11% | -13% | -7% | 1% | -9% | -4% | -1% | 5% | 5%
COc1ccc(/C=C2\N=C(C)OC2=O)cc1OC(C)=O | 3% | 7% | 12% | -1% | -4% | 13% | 3% | -16% | 7%
COc1ccc(-c2sc3ccc(N4CCOCC4)cc3c2-c2ccc(OC)c(F)c2)cc1 | 7% | 1% | 5% | 1% | 21% | 6% | 10% | ? | -6%
O=C1CC(CCC(=O)NC2CC2)c2ccccc2N1 (stereo not given) | 7% | 2% | 25% | -11% | -15% | 2% | -7% | 2% | -8%
O=C(C[C@@H]1C/C=C\C[C@H](NC(=O)OCC2c3ccccc3-c3ccccc32)C(=O)OC[C@@H]2CCCN2C1=O)N[C@@H](CO)Cc1ccccc1 | 11% | 2% | 0% | 4% | 11% | 2% | -6% | 1% | -9%
CCc1nn(CC(=O)Nc2cc(C)ccc2C)c(=N)s1 | -6% | 6% | 8% | 3% | 5%[9.22 µM] | 13% | -18% | -5% | -12%
COc1ccc(S(=O)(=O)N2CCN(C(=O)c3ccco3)CC2)c(C)c1C | -8% | ? | -19% | -2% | 22µM* | ? | ? | -4% | -10%
C=CC[C@@H](CC(=O)N(CCO)Cc1ccccc1)C(=O)N[C@@H](COC(=O)[C@@H](CC=C)Cc1ccc(F)cc1)Cc1ccccc1 | ? | ? | ? | -6% | ? | ? | ? | ? | 13%
Cc1nn(-c2ccccc2)c(N)c1C1(O)C(=O)N(C)c2ccccc21 (stereo not given) | 5% | -3% | -4% | 0% | -7% | -1% | -11% | -6% | -2%
Nc1ccc(C(=O)Nc2cccc(N)c2)cc1 | 1% | -1% | 5% | -4% | 0% | 4% | 5% | 16% | -5%
O=C(Cn1nc(CNc2ccc(Cl)cc2)[n+]2c1CCCCC2)c1ccccc1 | -6% | ? | -18% | 6% | 20% | -14% | ? | -2% | -1%
CCOc1ccc(C2/C(=C(\O)c3ccc4c(c3)OCCO4)C(=O)C(=O)N2CCCn2ccnc2)cc1OC (stereo not given) | 3% | 15% | 3% | 0% | 11% | 8% | 10% | 7% | -3%
Cc1cc(N2CCN(C)CC2)ccc1NC(=O)c1c2c(nc3ccccc13)CCN(Cc1ccccc1)C2 | ? | -36% | 5.8µM* | 10% | -4% | 4.6µM* | ? | ? | ?
COc1ccc(NC(=O)c2cc(S(=O)(=O)N3CCCCC3)ccc2N2CCCCC2)cn1 | -14% | -16% | -1% | 7% | ? | 10% | -5% | 9% | 1%
Cc1ccccc1Cn1c2ccccc2c2cnn(CC(=O)NC(C)CCc3ccccc3)c(=O)c21 (stereo not given) | 2% | 6% | / | / | 14% | / | 5% | 6% | /
CCCCc1nnc(NC(=O)CN(C)S(=O)(=O)c2ccc(C)cc2)s1 | 0% | 17% | 11% | 1% | -7% | 1% | 13% | -9% | -2%
COc1ccc(-n2c(SCC(=O)NCC3CCCO3)nc3ccccc32)cc1 (stereo not given) | -22% | -2% | -3% | -1% | 7% | -5% | -27% | ? | -2%
O=C(c1ccco1)N(CCCN1CCOCC1)c1nc(-c2ccc(F)cc2)cs1 | 4% | -11% | ? | 4% | -21% | ? | ? | 21% | ?
CCOc1ccccc1/C=N/NC(=O)CSc1n[nH]c(=O)[nH]c1=O | 5% | 0% | -8% | -1% | -3% | -1% | -4% | -8% | 0%
CCOC(=O)Cc1csc(SCC(=O)Nc2ccc3[nH]c(=O)[nH]c3c2)n1 | 2% | 1% | 5% | 3% | 11% | -1% | -3% | 26% | 38%
CCOc1ccc(-n2c(C)nc3cc(C(=O)NCCC4=CCCCC4)ccc32)cc1 | 0% | -3% | / | / | 18% | / | 8% | 7% | /
NS(=O)(=O)c1ccc(CNS(=O)(=O)Cc2ccc(Cl)cc2)cc1 | 0% | 2% | 4% | -1% | 18% | 6% | ? | 15% | -11%
Cc1ccc(-n2ccc(=O)c(C(=O)Nc3ccc(S(=O)(=O)N4CCOCC4)cc3)n2)cc1 | -1% | 2% | 9% | -3% | -5% | 1% | -10% | 5% | -9%
O=C(O)c1ccc(NS(=O)(=O)c2cccc3nsnc23)cc1 | -20% | 2% | 5% | -9% | -12% | 2% | 5% | -2% | -1%
COc1cccc(N2CCN(C(=O)CN3CCSc4ccccc43)CC2)c1 | 2% | -20% | / | -1% | 14µM* | / | ? | ? | /
CCOC(=O)c1c(-c2ccc(OC)c(OC)c2)csc1NC(=O)c1ccc(F)cc1 | -5% | 0% | / | / | 8% | / | 15% | 9% | /
COC(=O)c1ccccc1NC(=O)C(C)c1ccc([N+](=O)[O-])cc1 (stereo not given) | -18% | ? | -1% | 12% | 0% | 0% | 0% | -22% | -5%
CCc1ccc([C@@H]2CC=C(C(=O)O)CN2S(=O)(=O)c2ccc(C)cc2)cc1 | 2% | 14% | 2% | -5% | 27% | 9% | ? | -5% | -1%
CCOc1ccccc1NC(=O)CCC(=O)Nc1nnc(C2CCCCC2)s1 | -11% | -17% | 13% | -5% | -9% | 13% | 0% | 1% | 8%
CC(C)OCCCN1C(=O)c2[nH]nc(-c3ccccc3O)c2C1c1cccc(Cl)c1 (stereo not given) | ? | ? | ? | 0% | -12% | ? | 16µM* | ? | ?
COc1ccc(OC)c(C2C/C(=N/O)C(C)C(c3cc(OC)ccc3OC)N2)c1 (stereo not given) | -4% | 0% | -14% | 9% | / | -6% | 7% | 54%[activator] | ?
C/C=C/C(=O)Nc1cccc(C2=NOC3(C2)C[C@@H](C(N)=O)N(C(=O)c2cc([N+](=O)[O-])cc([N+](=O)[O-])c2)C3)c1 (stereo not given in full) | 3% | 12% | 3% | -3% | 1% | 1% | ? | 4% | ?
COc1cc(NC(=O)c2cccc([N+](=O)[O-])c2)ccc1NC(=O)c1ccco1 | -1% | 21% | 9% | 12% | 18% | 15% | -22% | 0% | 0%
CCc1nnc(NC(=O)C2CCCN(C(=O)c3ccc(Cl)cc3)C2)s1 (stereo not given) | -3% | -2% | -3% | 15% | -4% | -13% | -15% | 0% | -1%
COc1cccc(CNc2ccc(N3CCCCC3)cc2)c1OC | -17% | ? | -5% | -4% | -15% | -14% | ? | 7% | ?
Cc1cccnc1NC(=O)Nc1cccc(Cl)c1 | 11% | -10% | 2% | 2% | 12% | 15% | -18% | 20% | ?
O=[N+]([O-])c1cccc(S(=O)(=O)N2CCCC2)c1 | -10% | 2% | 15% | 0% | -12% | 18% | 0% | 4% | -6%
COC(=O)c1ccc(COc2cccc3c2CCN(Cc2ccccc2)C3=O)o1 | -12% | 0% | -10% | 6% | 14% | -15% | ? | ? | 0%
Nc1nonc1-n1nnc(C(=O)N/N=C/c2ccccn2)c1CNc1ccccc1 | -6% | 1% | -17% | -7% | 3% | -5% | -9% | -11% | -2%
O=C(O)CNC(=O)C(Cc1ccccc1)NC(=O)OCc1ccccc1 (stereo not given) | 3% | 8% | 1% | 2% | -19% | 4% | 9% | -3% | -9%
OCCNCc1cc(Br)ccc1OCc1ccccc1Cl | -27% | ? | ? | 13% | 3% | ? | ? | ? | 11%

An excerpt of these results, in markdown.
| Molecule | GLP1R cytotox | KB-3-1 cytotox | HT1080NT lethal | GLP1R ag | TDP-43 yeast inh | HT1080 IDH1KD tx | KB-V1 MDR tox | GLP1R inv ag | SW480 rereplic |
| --- | --- | --- | --- | --- | --- | --- | --- | --- | --- |
| Nc1nonc1-n1nnc(C(=O)N/N=C/c2ccccn2)c1CNc1ccccc1 | -6% | 1% | -17% | -7% | 3% | -5% | -9% | -11% | -2% |
| COC(=O)c1ccc(COc2cccc3c2CCN(Cc2ccccc2)C3=O)o1 | -12% | 0% | -10% | 6% | 14% | -15% | ? | ? | 0% |
| O=C(O)CNC(=O)C(Cc1ccccc1)NC(=O)OCc1ccccc1 (stereo not given) | 3% | 8% | 1% | 2% | -19% | 4% | 9% | -3% | -9% |
| OCCNCc1cc(Br)ccc1OCc1ccccc1Cl | -27% | ? | ? | 13% | 3% | ? | ? | ? | 11% |

Assay outcomes from PubChem BioAssay.
